Screening results from PubChem BioAssay.
ATG4B inhibitor – blocks human ATG4B protease cleavage of LC3 substrate; Q9Y4P1; inhibition, % at 8.33 µM; 340,000 tested, 0.51% active; ATG4B cleavage of LC3-PLA2, NBD-HPC fluorescence, 1 h; in the data active = inhibition above about 40%
Target sequence (Q9Y4P1 whole entry, looked up): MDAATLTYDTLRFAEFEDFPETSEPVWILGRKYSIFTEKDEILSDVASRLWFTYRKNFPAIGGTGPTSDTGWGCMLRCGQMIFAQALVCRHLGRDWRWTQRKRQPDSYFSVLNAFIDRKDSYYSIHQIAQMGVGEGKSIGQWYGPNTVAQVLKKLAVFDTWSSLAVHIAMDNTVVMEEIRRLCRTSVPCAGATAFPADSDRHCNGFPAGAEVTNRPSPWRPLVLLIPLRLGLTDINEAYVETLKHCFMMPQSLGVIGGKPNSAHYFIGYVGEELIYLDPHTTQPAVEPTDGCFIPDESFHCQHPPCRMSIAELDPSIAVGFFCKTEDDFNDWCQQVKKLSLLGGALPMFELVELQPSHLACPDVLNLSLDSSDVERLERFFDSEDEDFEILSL
hIAP inh – blocks human intestinal alkaline phosphatase. purified IAP, CDP-Star luminescence, 30 min. inhibition, % at 10 µM. P09923. 330,000 tested, 0.12% active;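 active = inhibition reaching a set limit with compound at 10 µM in the primary screen, cut at about 35% in these data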;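 note: plate controls were DMSO wells with enzyme for no effect and no-enzyme buffer wells for full effect; values of inactives mirror those of a sister screen read the other way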
Target sequence (P09923 whole entry, looked up): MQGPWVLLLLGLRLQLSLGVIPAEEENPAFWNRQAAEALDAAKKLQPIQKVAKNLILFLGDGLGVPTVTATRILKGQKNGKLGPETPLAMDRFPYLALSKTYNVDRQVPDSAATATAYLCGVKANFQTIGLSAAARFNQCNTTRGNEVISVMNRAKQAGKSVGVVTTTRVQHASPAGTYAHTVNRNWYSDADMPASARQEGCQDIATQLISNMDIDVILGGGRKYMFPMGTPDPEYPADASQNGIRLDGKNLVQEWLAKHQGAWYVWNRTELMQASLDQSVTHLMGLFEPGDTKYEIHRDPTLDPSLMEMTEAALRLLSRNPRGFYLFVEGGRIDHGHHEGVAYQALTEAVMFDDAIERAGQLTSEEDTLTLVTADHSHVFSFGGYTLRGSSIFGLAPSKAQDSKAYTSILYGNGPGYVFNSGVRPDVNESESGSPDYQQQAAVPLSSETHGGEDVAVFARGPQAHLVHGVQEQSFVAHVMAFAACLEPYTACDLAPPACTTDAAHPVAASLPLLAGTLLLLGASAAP
mIAP activ – mouse IAP activation; muIAP, CDP-Star luminescence, 30 min; active compounds read high; 1 = vehicle-only enzyme signal, 0 = enzyme-free wells; activation factor at 10 µM; 330,000 tested, 0.24% active;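 active = activation factor of at least 2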; note: the source names both 10 and 20 µM as test concentration; values of inactives mirror those of a sister screen read the other way
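System: Mouse IAP enzyme | Also added: CDP-Star substrate | Dosing: Compounds dispensed in DMSO | Schedule: 30 min enzyme-substrate-compound incubation at room temperature | Technique: Chemiluminescence readout | Control set: DMSO-only wells and no-enzyme negative control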
tim10-1 inh – tim10-1 yeast growth inhibition. S. cerevisiae tim10-1 ts strain growth, BacTiter-Glo, 24 h. inhibition, % at 20 µM. 330,000 tested, 2.2% active;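 active = inhibition of at least 40%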;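 note: mutant grown at 25 °C; 0% = DMSO wells with yeast and 100% = wells holding no yeast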
NALP3 yeast inh – NALP3 inhibition in yeast; Yeast reconstituted NLRP3/ASC/caspase-1, beta-gal luminescence, 24 h; 330,000 tested, 0.39% active; inhibition, % at 10 µM;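 active = inhibition of 50% or more; inactive = inhibition below 50%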;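 note: plate controls were induced DMSO wells for no effect and uninduced yeast grown without galactose for full effect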
TIM10 inh – TIM10 yeast growth inhibition; S. cerevisiae TIM10 strain growth, BacTiter-Glo luminescence, 24 h; inhibition, % at 10 µM; 330,000 tested, 1.4% active; AID 463195;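 active = inhibition of 40% or more at the single tested concentration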;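 note: wild-type TIM10 isogenic control strain grown at permissive 25 °C; 0% = DMSO yeast wells and 100% = minimal medium wells without yeast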
Apaf1 inhib – inhibitors of human Apaf-1 apoptosome. reconstituted apoptosome caspase-3 activity, DEVD-Rh110 fluorescence. inhibition, % at 20 µM. 330,000 tested, 0.71% active; active = inhibition of at least 40% at 20 µM;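 note: plate controls were DMSO wells for no effect and DEVD-CHO caspase inhibitor wells for full effect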
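Material: reconstituted apoptosome with Apaf-1, cytochrome c, caspase-9, procaspase-3, dATP; medium: pH 7.5 Hepes buffer with CHAPS, BSA, DTT; also added: cytochrome c and DEVD-Rh110 substrate; timing: 30 min plus 50 min, RT; signal: Rh110 fluorescence intensity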
mIAP inh – blocks mouse intestinal alkaline phosphatase; 330,000 tested, 0.2% active; AID 2806; inhibition, % at 10 µM; purified mouse IAP, CDP-Star luminescence, 30 min;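 active = inhibition of at least 40% at 10 µM in the primary screen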;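 note: plate controls were DMSO with enzyme for no effect and no enzyme wells for full effect; values of inactives mirror those of a sister screen read the other way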
hIAP act – increases human intestinal alkaline phosphatase activity. P09923. purified human IAP, CDP-Star luminescence, 30 min; active compounds read high; 1 = vehicle-only enzyme, 0 = enzyme-free background. activation factor at 10 µM. 330,000 tested, 0.16% active;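 active = activation factor of the enzyme at least 2-fold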; note: the source names both 10 and 20 µM as test concentration; values of inactives mirror those of a sister screen read the other way
Active calls of the source: *.

SMILES	ATG4B inhibitor	hIAP inh	mIAP activ	tim10-1 inh	NALP3 yeast inh	TIM10 inh	Apaf1 inhib	mIAP inh	hIAP act
COC(=O)c1c(-n2cnnn2)sc(C)c1C	-5	-4	1	-6	6	-6	-16	-5	1
O=C(CNC(=O)c1ccccc1O)N/N=C/c1ccccn1	0	-9	0.88	9	7	-3	-14	12	1.1
CCOc1cc(N2CCOCC2)c(OCC)cc1NC(=O)c1[nH]c(C)c(C(C)=O)c1C	-2	8	1.1	17	-3	13	4	-5	0.92
CCOC(=O)c1cnc(N)nc1C(F)(F)F	1	-6	0.95	8	10	-11	-4	5	1.1
COC(=O)c1c(NC(=O)CN2C(=O)NC3(CCCCC3C)C2=O)sc2c1CCC2 (centres undefined)	-18	5	0.95	-8	24	-4	14	5	0.95
O=P(COCCOCP(=O)(c1ccccc1)c1ccccc1)(c1ccccc1)c1ccccc1	6	-25	1	14	14	12	6	-3	1.3
O=C(CSCc1c(Cl)cccc1Cl)NCc1ccco1	5	11	0.96	12	18	-5	4	4	0.89
CC(C)(C)C(=O)NN=C1CCC(c2ccccc2)CC1 (centres undefined)	13	-4	1	0	5	20	-5	-1	1
CCOC(=O)C1=C(C)Nc2ccccc2N/C1=N\S(=O)(=O)c1ccc(Cl)cc1	-13	-12	0.98	-8	7	2	-5	2	1.1
COc1ccc(NC(=O)C2CC(c3c(F)cccc3Cl)=NO2)cc1 (centres undefined)	-5	-10	0.96	-21	29	-12	-6	4	1.1
O=C(C[n+]1cc(-c2ccc(Cl)cc2)n2c1CCCCC2)c1ccccc1	5	-10	1	4	-3	8	5	-2	1.1
O=C(NCCOc1ccc(Cl)cc1)C(=O)NCC1CCCO1 (centres undefined)	-6	2	1	-13	15	-7	-1	-3	0.98
COC(=O)C1=C(N)Oc2cc(C)n(CCCn3ccnc3)c(=O)c2C1c1cccc(Cl)c1 (centres undefined)	-7	-11	0.97	-2	22	13	3	3	1.1
O=C(O)C1CCCCC1C(=O)NCCCn1ccnc1 (centres undefined)	-3	3	1	3	0	-6	-10	-1	0.97
Cc1cccc(C2c3[nH]c4ccccc4c3CCN2C(=O)c2noc3c2CCCC3)n1 (centres undefined)	15	-8	1	21	-2	6	13	-3	1.1
Cc1c(-n2cc(C(=O)c3cc(F)ccc3O)cc(C#N)c2=O)c(=O)n(-c2ccccc2)n1C	-7	4	1.1	24	2	3	14	-6	0.96
CCC(Sc1nc(-c2ccccc2)c(C#N)c(=O)[nH]1)C(=O)Nc1nnc(C)s1 (centres undefined)	9	12	1	6	9	-11	5	-2	0.88
O=C(c1ccco1)N(Cc1ccccc1)c1cccc([N+](=O)[O-])c1	9	7	0.96	32	-12	44*	-9	4	0.93
Cc1c(NC(=O)CSc2n[nH]c(-c3ccccc3)n2)c(=O)n(-c2ccccc2)n1C	-5	-11	0.94	-7	-10	-2	-6	6	1.1
CCOC(=O)C1CCN(C(=O)C2(NC(=O)Nc3ccccc3C)CCCCC2)CC1	2	-21	1.1	-10	14	-4	1	-7	1.2
COc1ccc(NC(=O)CN(C)C(=O)c2cn(-c3ccccc3)nc2-c2ccc(OC)cc2)cc1	-11	4	1.2	33	16	18	14	-22	0.96
CC(C)(C)NS(=O)(=O)c1ccc(NS(=O)(=O)c2ccc(F)cc2)cc1	-10	-11	1.1	5	9	-10	12	-6	1.1
Cc1ccc2c(CN3CCN(Cc4ccccc4)CC3)cc(=O)oc2c1C	-1	-6	0.96	22	22	9	11	4	1.1
CC(C)C(NC(=O)c1ccccc1)C(=O)NC1=NCCS1 (centres undefined)	0	27	0.93	3	13	2	-7	7	0.73
CCOc1ccc(C(CC(=O)O)NC(=O)COc2ccc3ccccc3c2)cc1OC (centres undefined)	3	-7	0.98	12	8	0	-1	2	1.1
CCN(CC)S(=O)(=O)c1ccc(Cl)c(NC(=O)COC(=O)c2c(C)noc2C)c1	8	2	0.99	13	8	7	3	1	0.98
O=C(NCC12CC3CC(CC(C3)C1)C2)c1nn2cccnc2c1Cl	-5	19	0.91	34	20	17	-10	9	0.81
Cc1cccc(OCC(=O)Nc2ccc(N3CCN(S(C)(=O)=O)CC3)cc2)c1	-10	-30	1.1	7	11	-11	3	-11	1.3
O=C(COc1ccccc1)Nc1ccc(N2CCCCC2)cc1	0	-4	1.1	-11	26	-9	30	-5	1
COC(=O)c1cn(NC(=O)/C=C/c2cc(OC)ccc2OC)c(=O)c2ccccc12	13	-1	0.93	13	-9	13	11	7	1
CCCCN(C(=O)CSc1nnnn1C)c1c(N)n(Cc2ccccc2)c(=O)[nH]c1=O	2	-1	0.88	-8	5	7	-15	12	1
Fc1ccc2nc(Nc3nc4c(F)cccc4s3)sc2c1	21	-78	1.1	-4	-7	0	23	-9	1.8
O=C(/C=C/c1ccccc1Cl)Nc1cccc(S(=O)(=O)NC2=NCCCCC2)c1	6	10	0.97	-10	-2	-3	17	3	0.9
O=C1CN(C(=O)COC(=O)CNC(=O)c2ccc(Cl)cc2)c2ccccc2N1	-6	-23	1.1	5	-4	-24	-2	-14	1.2
O=[N+]([O-])/C=C1\CCCCCN1	4	-3	1.2	0	0	-13	-9	-17	1
CC(C)c1ccc(CNc2cc(N3CCCC3)ccc2[N+](=O)[O-])cc1	-3	28	0.96	13	15	14	22	4	0.72
O=Cc1cc(N=Nc2ccccc2Cl)ccc1O	56*	19	0.72	12	47	62*	9	28	0.81
CCCCn1c(SCC(=O)c2ccc(OC)c(OC)c2)nc2cc(S(N)(=O)=O)ccc21	-31	-2	0.9	5	2	5	17	10	1
Cc1ccc(NC(=O)c2cc(-c3ccc(C)o3)nc3ccccc23)nc1	-9	1	0.94	20	13	26	-8	6	0.99
CCCn1c(SC(C)C(=O)N2CCOCC2)nc2ccc(Br)cc2c1=O (centres undefined)	-3	-18	1	-24	13	-12	15	-3	1.2
CCCc1cc(C(=O)N/N=C/c2ccc(CC)s2)c2ccccc2n1	1	-1	0.98	16	-8	14	10	2	1
O=C(Nc1ccc(F)cc1F)c1cncc(Br)c1	-9	-41	0.99	6	4	-6	-4	1	1.4
O=C(c1ccccc1)c1ccc2c(c1)OCCOCCOCCO2	-3	8	0.99	5	19	-16	4	1	0.92
COc1ccc(/C(C)=C(\C#N)C(=O)OC(C)C)cc1OC	-13	4	1.1	17	-6	5	9	-6	0.95
CCCc1cc(=O)[nH]c(SC(CC)C(=O)Nc2ccccc2C#N)n1 (centres undefined)	8	8	0.92	-1	13	-3	-13	8	0.92

Exported in CSV form: part of the list above
mol,ATG4B inhibitor,hIAP inh,mIAP activ,tim10-1 inh,NALP3 yeast inh,TIM10 inh,Apaf1 inhib,mIAP inh,hIAP act
CCCCN(C(=O)CSc1nnnn1C)c1c(N)n(Cc2ccccc2)c(=O)[nH]c1=O,2,-1,0.88,-8,5,7,-15,12,1
Fc1ccc2nc(Nc3nc4c(F)cccc4s3)sc2c1,21,-78,1.1,-4,-7,0,23,-9,1.8
O=C(/C=C/c1ccccc1Cl)Nc1cccc(S(=O)(=O)NC2=NCCCCC2)c1,6,10,0.97,-10,-2,-3,17,3,0.9
O=C1CN(C(=O)COC(=O)CNC(=O)c2ccc(Cl)cc2)c2ccccc2N1,-6,-23,1.1,5,-4,-24,-2,-14,1.2
O=[N+]([O-])/C=C1\CCCCCN1,4,-3,1.2,0,0,-13,-9,-17,1
CC(C)c1ccc(CNc2cc(N3CCCC3)ccc2[N+](=O)[O-])cc1,-3,28,0.96,13,15,14,22,4,0.72
O=Cc1cc(N=Nc2ccccc2Cl)ccc1O,56*,19,0.72,12,47,62*,9,28,0.81
CCCCn1c(SCC(=O)c2ccc(OC)c(OC)c2)nc2cc(S(N)(=O)=O)ccc21,-31,-2,0.9,5,2,5,17,10,1
Cc1ccc(NC(=O)c2cc(-c3ccc(C)o3)nc3ccccc23)nc1,-9,1,0.94,20,13,26,-8,6,0.99
CCCn1c(SC(C)C(=O)N2CCOCC2)nc2ccc(Br)cc2c1=O (centres undefined),-3,-18,1,-24,13,-12,15,-3,1.2
CCCc1cc(C(=O)N/N=C/c2ccc(CC)s2)c2ccccc2n1,1,-1,0.98,16,-8,14,10,2,1
O=C(Nc1ccc(F)cc1F)c1cncc(Br)c1,-9,-41,0.99,6,4,-6,-4,1,1.4
O=C(c1ccccc1)c1ccc2c(c1)OCCOCCOCCO2,-3,8,0.99,5,19,-16,4,1,0.92
COc1ccc(/C(C)=C(\C#N)C(=O)OC(C)C)cc1OC,-13,4,1.1,17,-6,5,9,-6,0.95
CCCc1cc(=O)[nH]c(SC(CC)C(=O)Nc2ccccc2C#N)n1 (centres undefined),8,8,0.92,-1,13,-3,-13,8,0.92

Remaining list, next part:
SMILES	ATG4B inhibitor	hIAP inh	mIAP activ	tim10-1 inh	NALP3 yeast inh	TIM10 inh	Apaf1 inhib	mIAP inh	hIAP act
Cc1ccc(-c2nnc(COC(=O)c3ccco3)o2)cc1	8	23	0.99	13	32	-7	3	1	0.77
COc1cc(Cn2c(C(=O)O)cc3sccc32)cc(OC)c1OC	-6	4	0.88	7	21	14	-3	12	0.96
c1ccc2[nH]c(Cn3nnc4ccccc43)nc2c1	10	0	0.99	-18	20	-6	-11	0	0.99
Cc1ccc(CN2CCN(Cc3cccc(C)n3)CC2CCO)cc1 (centres undefined)	-8	4	1.1	2	3	-6	0	-5	0.96
CC(=O)Nc1ccc(S(=O)(=O)NC(CC(=O)NC2CCCCC2C)C(C)C)cc1 (centres undefined)	-5	-21	1.1	-15	-3	-9	6	-10	1.2
Cc1cc(C)cc(C(=O)NCC(=O)N(C)CCOc2ccccc2)c1	4	-14	0.94	-21	28	-8	0	6	1.1
Cc1c(C(=O)Nc2ccccc2F)sc2nc3n(c(=O)c12)CCC3	10	-2	1	19	15	10	-11	-2	1
Cc1ccc(N2CC(NS(=O)(=O)c3cccs3)CC2=O)cc1 (centres undefined)	4	12	0.93	-24	14	-16	6	7	0.88
COc1ccccc1NC(=O)Nc1ccccc1C(=O)NCCCN1CCOCC1	-3	0	0.92	-10	6	-6	-3	8	1
S=c1[nH]nc(-c2cccnc2)n1/N=C/c1ccc(Br)s1	-6	6	0.97	8	7	0	5	3	0.94
O=C(Nc1ccc(-c2nc3ncccc3o2)cc1)c1ccco1	-1	-6	1	13	46	28	4	-1	1.1
COc1cc(NC(=O)CCCc2c[nH]c3ccccc23)cc(OC)c1	0	3	1.2	12	7	20	6	-18	0.97
O=C(CCCCCn1c(=S)[nH]c2cc3c(cc2c1=O)OCO3)N1CCN(c2ccccc2)CC1	7	-2	0.92	-19	9	-5	19	8	1
Cc1ccc(S(=O)(=O)N2CCC(C(=O)NCCC3=CCCCC3)CC2)c(C)c1	9	-12	1.2	8	35	-4	21	-24	1.1
CCOC(=O)N1CCN(C2=C(NS(=O)(=O)c3ccc(C)cc3)C(=O)c3ccccc3C2=O)CC1	-1	2	0.94	49*	5	5	86*	6	0.98
Nc1c(Cl)cnn(-c2ccccc2)c1=O	2	-7	1.1	-9	15	11	-3	-10	1.1
Cc1ccc2c(c1)S/C(=C\c1cccc[n+]1C)N2CCO	-6	-2	0.98	-86	9	10	-4	2	1
